Tn7 DDE FP: DD(E)-Tn7 binding inhibition, primary FP screen; P02675; FP displacement of FITC-Tn7 peptide from fibrin DD(E); 0% = median of compound wells per plate; inhibition, % at 8.3 µM; 370,000 tested, 0.13% active;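 active = inhibition above the mean of compounds falling within the control limits plus 3 SD of them, cut at about 14% in these data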;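 note: 0% = plate median of compound wells and 100% = 10 µM Aha-Tn7 peptide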
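Assay system: human fibrin DD(E). Input: DD(E) 2 µM final. Medium: Tris buffer with calcium and detergent, pH 7.8. Compound dosing: single point at 8.3 µM. Timing: 10 min plus 3 h, room temperature. Technique: fluorescence polarization of the labelled Tn7 tracer. Read-out: percent inhibition. Replicates: singlicate testing.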
MBD2 DNA inh: MBD2-methylated oligo binding inhibition | TR-FRET, MBD2 binding to methylated oligonucleotide | inhibition, % at 4.4 µM | 370,000 tested, 0.31% active; in the data active = inhibition above about 13%
TDP2 absorb: TDP2 (human) inhibition, absorbance primary screen. recombinant TDP2, T5PNP hydrolysis, p-nitrophenol absorbance 415 nm. O95551. inhibition, % at 12.8 µM. 370,000 tested, 0.34% active. AID 720702;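 active = inhibition above the mean of all tested compounds plus 3 SD, set per campaign, cut at about 25% in these data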;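 note: 0% = DMSO with enzyme and 100% = buffer with substrate but no TDP2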
Target sequence (O95551 whole entry, looked up): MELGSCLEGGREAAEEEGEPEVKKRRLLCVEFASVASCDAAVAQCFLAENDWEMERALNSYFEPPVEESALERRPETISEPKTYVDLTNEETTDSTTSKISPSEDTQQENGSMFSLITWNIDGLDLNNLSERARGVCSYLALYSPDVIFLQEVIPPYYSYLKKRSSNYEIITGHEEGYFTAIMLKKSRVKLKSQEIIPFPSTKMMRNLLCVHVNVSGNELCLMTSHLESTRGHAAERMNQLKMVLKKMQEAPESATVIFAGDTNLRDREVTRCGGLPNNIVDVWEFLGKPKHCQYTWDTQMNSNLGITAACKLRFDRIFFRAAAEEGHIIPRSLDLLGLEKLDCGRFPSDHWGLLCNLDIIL
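System – recombinant human TDP2 · Amount – 120 nM TDP2 per well · Buffer or medium – Mg2+-containing Tris-HCl buffer, pH 7.5 · Reagent – T5PNP substrate, 5 mM · Dosing – 12.8 µM single point, 1% DMSO · Incubation – 2 h at 37 °C · Measured by – epi absorbance · Read-out basis – percent inhibition · Benchmarks – high control without enzyme, low control DMSO plus TDP2 · Repeats – singlicate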
LEDGF integ inh: blocks HIV-1 LEDGF/p75-dependent DNA integration; TR-FRET IN-LEDGF/p75 DNA integration, Eu/Cy5; inhibition, % at 3.7 µM; 370,000 tested, 0.64% active;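 active = inhibition above the screen-wide mean plus 3 SD, cut at about 13% in these data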;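 note: signal is the Cy5 over europium emission ratio at 671 and 618 nm; 0% = plate median of compound wells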
UHRF1 binding: UHRF1 methyl-DNA binding inhibition; UHRF1 binding to methylated oligo, TR-FRET; inhibition, % at 4.4 µM; 370,000 tested, 0.75% active; in the data active = inhibition above about 21%;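 note: UHRF1 SRA domain binding a hemimethylated CpG hairpin DNA probe; 0% = median of test compound wells and 100% = reference inhibitor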
SIAE inh: inhibitors of human sialic acid acetylesterase SIAE; SIAE FP-Rh probe binding, fluorescence polarization; inhibition, % at 9.66 µM; 370,000 tested, 0.69% active; Q9HAT2;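 active = inhibition above a cutoff: mean of compounds within the control limits plus 3 SD of those, cut at about 17% in these data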;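 note: 0% = plate median of compound wells and 100% = probe without SIAE protein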
proKLK7 act: activates the human kallikrein-7 zymogen | purified proKLK7, EDANS-DABCYL substrate fluorescence; 100% is mature enzyme control, 0% vehicle | activation, % at 7 µM | 370,000 tested, 0.9% active | AID 652039;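 active = activation above the mean of all tested compounds plus 3 SD, computed per campaign excluding outliers beyond control limits, cut at about 13% in these data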
Target sequence (P49862 whole entry, looked up): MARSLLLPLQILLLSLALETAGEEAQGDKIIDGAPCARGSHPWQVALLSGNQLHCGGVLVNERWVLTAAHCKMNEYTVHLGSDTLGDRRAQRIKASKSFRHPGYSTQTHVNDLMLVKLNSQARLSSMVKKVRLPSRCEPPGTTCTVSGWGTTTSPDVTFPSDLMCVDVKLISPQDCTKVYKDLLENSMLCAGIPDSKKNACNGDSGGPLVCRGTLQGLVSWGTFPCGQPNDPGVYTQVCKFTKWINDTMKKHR
DDE Tn6 FP inh: inhibitors of Tn6 peptide binding to human fibrin DD(E); P02675; Fibrin DD(E) TRITC-Tn6 fluorescence polarization displacement; inhibition, % at 8.3 µM; 370,000 tested, 0.21% active;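 active = inhibition above a per-campaign cutoff: mean of compounds within control limits plus 3 SD, cut at about 15% in these data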;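 note: 0% = median of all compound wells on the plate and 100% = blocking peptide control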
PRMT1 inh: inhibitors of human PRMT1; recombinant PRMT1, activity-based probe fluorescence polarization; inhibition, % at 2.79 µM; 370,000 tested, 1.3% active;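 active = inhibition above about 21% made by adding two undisclosed values, limit read from the data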
Target sequence (Q99873 whole entry, looked up): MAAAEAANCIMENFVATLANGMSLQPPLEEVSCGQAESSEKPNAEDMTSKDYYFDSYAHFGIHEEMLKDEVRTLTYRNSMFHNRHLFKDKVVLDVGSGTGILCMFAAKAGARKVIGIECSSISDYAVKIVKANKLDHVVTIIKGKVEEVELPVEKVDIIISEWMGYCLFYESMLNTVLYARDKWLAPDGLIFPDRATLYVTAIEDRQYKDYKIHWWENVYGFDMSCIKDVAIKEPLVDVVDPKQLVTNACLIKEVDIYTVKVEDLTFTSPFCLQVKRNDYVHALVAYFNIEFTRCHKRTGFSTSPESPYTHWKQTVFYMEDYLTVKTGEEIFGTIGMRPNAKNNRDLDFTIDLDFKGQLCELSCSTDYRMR
TCR-CD3 inh: human TCR-CD3 binding inhibition; TAMRA-labeled TCR probe fluorescence, biochemical; inhibition, % at 9.4 µM; 360,000 tested, 0.37% active; AID 651800; in the data active = inhibition above about 19%;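 note: recombinant mutant TCR 2C K166C tagged with TAMRA read by polarization; 0% = receptor in buffer alone and 100% = receptor with positive control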
Active calls of the source: *; . = no result given.

Structure	Tn7 DDE FP	MBD2 DNA inh	TDP2 absorb	LEDGF integ inh	UHRF1 binding	SIAE inh	proKLK7 act	DDE Tn6 FP inh	PRMT1 inh	TCR-CD3 inh
COc1cc([N+](=O)[O-])ccc1NC(=S)NNC(=O)CCC(=O)Nc1ccccc1Cl	14.6*	-2.4	5.4	-3.0	-2.3	15.4	0.4	5.1	1.3	0.9
Cn1cncc1C#Cc1c(C=O)[nH]c2ccccc12	-8.4	-1.7	0.9	3.1	-3.2	-14.8	-7.2	-15.3	0.5	-1.1
CS(=O)(=O)c1cccc(NC(=O)CSc2nnc3n2CCCCC3)c1	-4.1	-0.6	-0.7	4.3	0.1	2.1	0.3	6.3	-3.0	6.3
CC(=O)c1cccc(CN2CCN(Cc3ccccc3)C(CCO)C2)c1 (stereo unspecified)	-2.5	-2.0	11.3	-1.6	-0.8	-2.1	0.0	-5.9	-3.8	1.8
Cc1cc(NC(=O)c2cc3ncc(Br)cn3n2)no1	-3.8	2.0	3.4	5.4	-0.7	0.0	-0.2	-4.4	6.4	5.0
FC(F)(F)Oc1ccc(NC(=S)NCCCN2CCOCC2)cc1	2.2	-6.1	-1.9	3.6	-0.6	3.7	-0.1	-5.9	10.0	3.9
O=C(NCCN1CCNC1=O)C1CCC(=O)N(Cc2cccc(C(F)(F)F)c2)C1 (stereo unspecified)	2.3	2.7	-3.4	0.0	-0.1	-0.2	0.0	9.8	0.1	3.6
CSc1ncccc1C(=O)NCCc1ccc(S(N)(=O)=O)cc1	7.0	-3.2	4.1	-1.3	-1.7	0.3	0.0	-0.1	-2.6	-0.3

A second format for some results above:
Order of results – Tn7 DDE FP	MBD2 DNA inh	TDP2 absorb	LEDGF integ inh	UHRF1 binding	SIAE inh	proKLK7 act	DDE Tn6 FP inh	PRMT1 inh	TCR-CD3 inh
> FC(F)(F)Oc1ccc(NC(=S)NCCCN2CCOCC2)cc1
→ 2.2	-6.1	-1.9	3.6	-0.6	3.7	-0.1	-5.9	10.0	3.9
> O=C(NCCN1CCNC1=O)C1CCC(=O)N(Cc2cccc(C(F)(F)F)c2)C1 (stereo unspecified)
→ 2.3	2.7	-3.4	0.0	-0.1	-0.2	0.0	9.8	0.1	3.6
> CSc1ncccc1C(=O)NCCc1ccc(S(N)(=O)=O)cc1
→ 7.0	-3.2	4.1	-1.3	-1.7	0.3	0.0	-0.1	-2.6	-0.3

(listing goes on)
Structure	Tn7 DDE FP	MBD2 DNA inh	TDP2 absorb	LEDGF integ inh	UHRF1 binding	SIAE inh	proKLK7 act	DDE Tn6 FP inh	PRMT1 inh	TCR-CD3 inh
CSc1ccccc1NC(=O)c1cccs1	4.8	0.2	-2.6	-1.8	4.9	2.8	-0.3	-2.9	5.5	-4.8
O=C(Cn1nnc(-c2ccc(Cl)cc2)n1)N1CCN(C(=O)c2ccco2)CC1	7.0	4.9	6.2	1.6	1.0	3.1	0.7	4.9	-0.3	2.7
CCOC(=O)Nc1ccc2c(CN3C(=O)NC(CC)(CC)C3=O)cc(=O)oc2c1	10.9	-3.9	-4.4	-0.5	-1.9	-11.2	3.0	5.4	-2.6	2.3
CC1(C)CN=c2s/c(=C\c3ccc(Cl)cc3)c(=O)n2C1	-3.0	-1.0	-5.0	-1.3	-4.8	0.5	-0.7	8.6	14.0	-1.8
COC(=O)CC1C(=O)NCCN1C(=S)NC(=O)CCc1ccccc1 (stereo unspecified)	-4.9	-4.6	14.9	2.4	3.5	-0.8	0.2	7.7	2.0	3.1
CCn1nc(C)cc1C(=O)OCC(=O)c1ccc(Cl)cc1	0.7	4.7	-0.8	-5.6	-0.4	2.2	-0.1	7.2	3.8	-5.8
Cc1ccc2c(CN3CCN(S(=O)(=O)c4ccccc4C(F)(F)F)CC3)cc(=O)oc2c1	4.6	1.8	4.1	-3.3	6.7	-3.5	-0.7	-8.0	6.5	-1.4
CC(=O)C(c1ccccc1)C(c1ccccc1)C(C)[N+](=O)[O-] (stereo unspecified)	0.1	-1.1	7.4	4.1	-0.5	6.0	-0.3	-1.9	-1.5	0.5
COC(=O)C1CN(Cc2cn(Cc3ccccc3)nn2)CCS(=O)(=O)N1Cc1ccc(C)cc1 (stereo unspecified)	-0.9	0.6	9.2	-3.9	-0.2	0.8	0.0	6.2	-0.2	.
CCn1c2ccc(C)cc2c2nnc(NN)nc21	-4.4	-3.6	-0.1	-0.1	-11.3	-2.9	0.0	-1.0	-1.3	-7.6
O=C(CSc1ncnc2c1oc1ccccc12)Nc1ccc2c(c1)OCCO2	-3.6	6.5	1.3	3.6	3.2	3.1	0.2	2.6	-1.4	-5.4
CC(=O)N/C(=C/C(C)C)c1ccccc1	-1.6	-2.6	-7.4	-0.9	-0.8	-2.0	0.5	4.4	-1.5	3.2
C[C@H]1[C@@H](C(=O)N2CCCC2)Cc2nc3ccccc3nc2C[C@@H]1c1ccccc1	3.4	-1.0	6.2	1.6	-3.8	-0.1	0.2	3.8	1.4	.
CCOC(=O)CN(Cc1sccc1C)C(=O)Nc1ccc(OCC)cc1	3.0	-0.9	-6.2	-3.3	-1.1	1.9	-0.4	2.4	-0.9	2.0
CCn1cc(C(=O)Nc2ccc3c(c2)OCCO3)c2cc(OC)c(OC)cc2c1=O	3.1	1.1	-8.5	-0.4	3.8	-10.3	0.3	11.7	3.2	-6.5
COc1ccc(OCC(O)CNC(=O)c2c(-c3ccccc3)noc2C)cc1 (stereo unspecified)	-2.2	-4.4	0.4	0.7	0.4	10.6	0.2	-3.8	-1.1	-1.0
Cc1ccc(CN2CCCCC(NC(=O)c3ccc(COc4ccccc4)cc3)C2=O)cc1 (stereo unspecified)	0.2	-1.1	-0.7	1.6	1.8	-5.6	-0.1	-2.2	-1.0	.
Nc1nc(SCc2nc3scc(-c4cccs4)c3c(=O)[nH]2)n[nH]1	-2.2	-5.1	9.7	-0.7	-0.5	4.1	0.3	1.6	-0.1	5.6
COc1ccc2c(c1)C(C)=CC(C)(C)N2C(=O)C(C)N1C(=O)c2ccccc2C1=O (stereo unspecified)	-4.9	3.0	1.2	6.3	1.5	1.8	0.6	3.3	-1.9	-0.9
Cc1ccc(-c2nn(-c3ccccc3)cc2C(=O)NCCCN2CCCC2=O)cc1	-0.6	2.2	-7.8	3.2	3.6	2.3	0.1	-6.5	-5.0	2.0
Cc1cccc(-c2noc(CNS(=O)(=O)c3ccccc3)n2)c1	0.9	0.3	-7.4	-2.6	-0.9	0.0	-0.1	11.3	-1.5	2.0
COc1c(C)cc(Br)cc1C(=O)NCc1cccnc1	0.3	5.3	8.1	-3.8	10.8	1.3	0.8	-11.3	-0.4	1.4
O=C(CNC(=O)Cc1cccc2ccccc12)NCc1ccccc1F	3.0	-3.2	10.4	-1.8	-2.2	1.3	-0.4	3.1	1.7	0.8
COc1cc(CN(CC2CCCO2)C(=O)c2ccco2)cc(OC)c1OC (stereo unspecified)	-9.4	2.2	-7.5	-1.2	-1.0	-1.0	0.6	-3.4	-1.8	6.5
COc1ccc(-c2cnnc(N/N=C/c3ccc(O)c(OC)c3)n2)cc1	-9.9	-2.9	12.1	1.6	-3.8	3.7	0.3	-1.7	1.7	7.6
Nc1ccc2c(c1)C(=O)N(CCCCCC(=O)O)C2	-2.9	-5.1	-3.5	-0.4	-0.9	7.1	0.4	0.0	0.4	-1.7
O=S(=O)(NCCN1CCOCC1)c1ccc(Cl)s1	-3.7	-4.1	6.8	1.9	2.8	0.6	0.3	-3.2	-1.2	7.9
COc1cc(C2NC(=O)NC(C)=C2C(=O)OCc2ccccc2)ccc1O (stereo unspecified)	0.8	-4.7	-7.2	3.5	-2.9	3.8	0.2	3.2	0.8	-2.0
CC1(C(=O)NS(=O)(=O)c2cccc(C#N)c2)CCN1C(=O)c1ccccc1 (stereo unspecified)	2.9	7.0	6.7	-6.0	4.6	-1.1	0.2	4.0	2.9	-9.7
Cc1cc(C(=O)Nc2c(C)nn(Cc3ccc(Cl)cc3)c2C)no1	0.8	1.2	8.9	-2.8	-1.9	3.0	0.5	5.4	-2.1	1.7
COc1ccc(/C=C2\COc3ccccc3C2=O)c(OC)c1	6.5	0.8	4.1	-1.1	-2.2	0.9	0.0	-2.4	-1.7	5.5
CN(C)S(=O)(=O)c1ccc(SCC(=O)N2CC(=O)Nc3ccccc32)nc1	6.0	-5.5	3.5	-1.6	-2.3	17.4*	0.7	-1.1	1.3	-4.2
CS(=O)(=O)N(Cc1ccccc1)c1ccccc1C(=O)O	9.9	2.3	-0.3	-0.2	2.1	-4.0	0.1	-4.7	2.7	-2.9
O=S(=O)(c1cccs1)N1CCC2(CC1)OCCN2S(=O)(=O)c1ccccc1	4.4	-1.5	-6.4	-6.9	1.9	-7.6	-0.3	7.1	3.1	-2.3
C=CCNC(=O)c1ccccc1NS(=O)(=O)c1ccc(OC)c(C(=O)N2CCOCC2)c1	-3.4	4.4	9.0	1.3	0.3	4.7	-0.1	-0.4	1.8	-3.3
O=C(CSc1nc(-c2ccccc2)cc(=O)[nH]1)Nc1ccc(F)c(F)c1	14.1*	2.0	-0.6	-3.0	2.7	-11.4	0.1	1.3	6.4	-6.7
Cc1ccc(NC(=S)N(N)CCO)cc1	2.2	-3.8	-15.5	2.8	3.2	-0.4	-0.4	-0.9	-1.8	-5.2
CO[C@H]1CN(C)C(=O)c2ccc(NC(=O)c3ccc4c(c3)OCO4)cc2OC[C@H](C)N(CC2CC2)C[C@@H]1C	1.1	-0.9	-8.6	1.7	3.2	5.5	0.5	-1.6	-0.1	-1.7
CCOC(=O)CNC(=O)Cn1cnc2c(nnn2-c2ccc(C)cc2)c1=O	1.2	-2.0	-5.6	3.3	-2.1	0.0	0.1	8.1	-1.6	2.2
COc1ccc(NC(=O)C2=CC(c3ccc(OC)c(OC)c3)=NS(=O)(=O)N2C)cc1	-2.3	-3.5	0.7	-1.7	0.8	5.6	0.4	-1.3	-3.1	-1.4
O=C(c1ccccc1)C1OC1C(=O)c1ccccc1 (stereo unspecified)	-0.1	0.2	7.3	-1.2	0.5	-0.1	-0.2	8.1	0.8	4.0
Cc1ccc(NC(=O)CCNS(=O)(=O)c2ccc(Br)cc2)cc1S(=O)(=O)N1CCOCC1	0.3	0.8	-6.6	7.9	-0.1	3.4	1.1	3.0	-2.3	-3.3
Cc1ccc(S(=O)(=O)N2CCNC(=O)C2)c(C)c1	-8.6	-2.4	-22.2	4.0	3.4	2.8	0.2	0.7	-2.1	-10.0
COc1ccc(CCNC(=O)CSC2=NS(=O)(=O)c3cc(F)ccc3N2)cc1OC	-9.7	2.2	5.7	0.0	0.5	-3.5	-0.5	-2.9	-1.8	4.6
O=C(NCc1n[nH]c(=S)n1-c1ccccc1)c1ccc(S(=O)(=O)N2CCOCC2)cc1	-0.2	1.3	1.4	2.6	1.9	2.9	0.1	-6.4	3.3	-4.5
COc1ccc2c(C)nc(N/C(N)=N/S(=O)(=O)c3ccc(C)cc3)nc2c1	-1.2	-3.7	-2.5	5.1	-3.1	-4.2	-0.1	-5.7	-0.4	2.2
